Screens from PubChem BioAssay.
RAM inhibit – yeast RAM network inhibition; S. cerevisiae dse1pr::URA3 reporter, 5-FOA growth OD615, 2 d; analog-sensitive cbk1-as2 kinase mutant strain; inhibition, % at 50 µM; 190,000 tested, 1.8% active;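 active means inhibition above a set limit, 3 SD over mean compound inhibition, cut at about 8.4% in these data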;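 further: 0% = DMSO-only wells with no growth and 100% = 10 µM 1-NA-PP1 full growth; inhibition rescues growth on 5-FOA so higher OD means more RAM inhibition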
NF-kB neuron act – raises NF-kB expression in human neuronal cells; NF-kB reporter expression; active compounds read high; fold change at 12.5 µM; 190,000 tested, 1.6% active; in the data active means fold change above about 3.3
Hsp70 activator – switches on Hsp70 transcription; activation, % at 10 µM; HeLa Hsp70 promoter luciferase reporter, luminescence; scaled: vehicle 0, proteasome-inhibitor control 100%; 200,000 tested, 0.04% active;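 active means activation above the mean across all tested compounds plus 3 SD, cutoff set per campaign, cut at about 5.5% in these data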;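 further: 100% = MG132 at 30 µM as the positive control and 0% = DMSO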
STAT3 activator – activators of IL-6 induced STAT3 signaling; U3A cells, IL-6 STAT3-luciferase reporter, luminescence; 100% = signal with IL-6 EC80 alone; activation (% of control), % at 5.6 µM; 190,000 tested, 0.91% active; AID 871;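 active means activation above the screen-wide mean of compound activation plus 3 SD, cut at about 130% in these data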;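 further: 0% = background luminescence of wells with medium and substrate only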
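Detection: reporter luminescence signal / Assay system: STAT1-lacking human U3A cells, STAT3 luciferase reporter / Incubation: compound pre-incubation 1 h before IL-6, then 6 h stimulation at 37 °C / Control set: IL-6-only high control / Read-out: % activation relative to IL-6 control / Probe or stimulus: Interleukin-6, 33 ng/mL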
STAT1 activator – activators of IFN-gamma induced STAT1 signaling. activation (% of control), % at 5.5 µM. AID 932. NIH 3T3 STAT1-luciferase reporter, luminescence; 100% = IFN-gamma alone, no compound. 200,000 tested, 2.6% active;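 active means activation above the screen-wide mean activation plus 3 SD, cut at about 130% in these data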;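 further: raw ratio to IFN-gamma control signal so 100% means no change and 0% no light; values of inactives mirror those of a sister screen read the other way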
STAT3 blocker – reduces IL-6 driven STAT3 reporter signal; 190,000 tested, 0.89% active; inhibition, % at 5.5 µM; U3A cells, IL-6 STAT3-luciferase reporter, luminescence; host cell line lacks STAT1;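 active means inhibition above the mean inhibition across all screened compounds plus 3 SD, cut at about 44% in these data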;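 further: 0% = DMSO only wells and 100% = 100 µM nifuroxazide control wells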
FLuc inhib CS – Photinus pyralis luciferase inhibition counter-screen; P08659; ATPLite firefly luciferase biochemical luminescence, 10 min; inhibition, % at 10 µM; 200,000 tested, 1.5% active;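 active means inhibition above about 50% when tested at 10 µM, limit read from the data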
Target sequence (P08659 whole entry, looked up): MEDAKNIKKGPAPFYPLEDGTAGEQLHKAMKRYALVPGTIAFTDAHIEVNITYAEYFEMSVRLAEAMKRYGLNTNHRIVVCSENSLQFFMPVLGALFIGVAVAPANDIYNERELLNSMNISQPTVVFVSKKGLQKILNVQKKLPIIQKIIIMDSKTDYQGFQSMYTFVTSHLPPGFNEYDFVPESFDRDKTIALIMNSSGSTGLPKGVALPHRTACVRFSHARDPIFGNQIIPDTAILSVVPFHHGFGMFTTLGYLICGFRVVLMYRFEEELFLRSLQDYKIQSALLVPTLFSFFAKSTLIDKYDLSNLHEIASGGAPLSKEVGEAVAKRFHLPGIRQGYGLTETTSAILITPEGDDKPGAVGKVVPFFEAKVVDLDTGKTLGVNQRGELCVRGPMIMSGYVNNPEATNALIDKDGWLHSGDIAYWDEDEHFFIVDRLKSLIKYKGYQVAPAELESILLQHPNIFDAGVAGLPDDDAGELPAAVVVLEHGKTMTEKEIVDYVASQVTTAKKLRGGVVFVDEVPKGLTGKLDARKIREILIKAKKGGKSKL
APP transl inh – APP translation inhibition. SH-SY5Y APP 5'UTR-luciferase reporter, luminescence. inhibition, % at 2 µM. 190,000 tested, 0.82% active. AID 1285;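 active means inhibition above a set limit, derived from the sample mean plus 3 SD, cut at about 45% in these data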; further: values of inactives mirror those of a sister screen read the other way
APP 5'UTR act – APP 5'UTR luciferase reporter activation; SH-SY5Y APP 5'UTR luciferase reporter, luminescence; zero percent = DMSO vehicle wells; activation, % at 2 µM; 190,000 tested, 1% active;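 active means activation above a set limit, based on mean plus 3 SD of controls, cut at about 140% in these data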; further: values of inactives mirror those of a sister screen read the other way
STAT1 inh – reduces IFN-gamma driven STAT1 reporter signal; NIH 3T3 STAT1-luciferase reporter, luminescence; AID 920; inhibition, % at 5.5 µM; 200,000 tested, 0.35% active;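 active means inhibition above a set limit, the mean inhibition across all tested compounds plus 3 SD, cut at about 34% in these data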;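 further: 0% = IFN-gamma with DMSO and 100% = IFN-gamma with 300 µM nifuroxazide; values of inactives mirror those of a sister screen read the other way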
The depositor's hits bear a star; x = not tested or not shown.

SMILES	RAM inhibit	NF-kB neuron act	Hsp70 activator	STAT3 activator	STAT1 activator	STAT3 blocker	FLuc inhib CS	APP transl inh	APP 5'UTR act	STAT1 inh
CCSc1nnc(NC(=O)Cc2ccc(OC)cc2)s1	1.7	1.23	-0.3	95.9	97.1	9.1	-6.1	-17.0	17.0	3.2
CCS(=O)(=O)c1ccc2oc(Nc3ccc(C(C)C)cc3)nc2c1	5.8	1.57	-0.1	86.2	117.6	14.1	-1.2	-1.4	1.4	-19.0
Cc1ccccc1NC(=O)c1cc2c(C)nc3ccccc3c2o1	0.5	0.83	-0.3	80.4	106.2	29.4	-1.4	-10.8	10.8	-7.0
COc1cccc(Nc2ncc(C(=O)O)c3ccccc23)c1	1.9	1.08	-0.2	92.8	99.2	10.8	-3.5	13.3	-13.3	0.9
CCOc1ccc(NC(=O)c2ccc(NCC(=O)N3CCCCCC3)cc2)cc1	3.0	1.28	-0.2	97.1	101.1	10.0	46.8	-4.4	4.4	-2.6
Cc1ccc(C(=O)NCC(=O)OCC(=O)N2CCCc3ccccc32)cc1	2.2	1.35	-0.1	96.7	96.3	3.8	16.5	1.7	-1.7	4.1
COCCN1C(=O)c2ccc(C(=O)O)cc2C1=O	2.1	1.17	-0.2	108.0	103.4	-6.3	-2.2	-14.7	14.7	-3.4
CC(/C=N/Nc1ncc(C)c(=O)[nH]1)=C\c1ccccc1	5.5	1.33	0.0	91.5	113.5	14.2	15.0	-9.9	9.9	-14.9
O=C(CCS(=O)(=O)Cc1ccc(Cl)cc1)NCCCN1CCOCC1	-0.4	1.3	0.1	97.2	100.4	7.7	-5.1	-7.3	7.3	-0.4
COc1cccc(-n2cc(CN(C)Cc3nc(Cc4cccc(F)c4)no3)cn2)c1	-0.1	1.07	-0.1	102.0	95.8	2.2	-1.4	-17.1	17.1	2.9
Cc1ccc2c(N)c(C(=O)N(c3ccccc3)c3ccccc3)sc2n1	1.7	1.02	-0.1	92.5	102.2	10.4	-3.4	-5.2	5.2	-5.2
COc1ccccc1N1CCN(CC(=O)Nc2cccc(F)c2)CC1	0.2	1.01	0.3	97.6	96.3	8.0	-7.4	6.6	-6.6	4.0
Cn1c(=O)cc(OCC(=O)NCc2cccs2)c2ccccc21	2.1	1.65	-0.1	92.3	122.5	12.7	-2.4	-4.9	4.9	-25.7
O=C(COC(=O)/C=C/c1ccc2c(c1)OCO2)Nc1ccccc1	1.4	0.97	-0.3	102.7	114.4	3.8	7.8	-15.4	15.4	-17.1
Cc1ccc(-c2nnn(CC(=O)N(c3ccccc3)C(C(=O)NCC3CCCO3)c3cccs3)n2)o1 (stereo unspecified)	4.5	1.03	0.1	95.9	94.8	7.0	1.5	11.7	-11.7	4.1
COc1ccccc1NC(=O)C(Cc1ccc(Cl)cc1)c1nn[nH]n1 (stereo unspecified)	2.9	1	-0.2	99.7	100.8	4.6	-6.9	-4.5	4.5	-0.9
Cc1ccc(C(=O)NNC(=O)c2ccco2)cc1	2.8	1.31	-0.2	96.4	106.6	4.5	57.3*	-24.2	24.2	-7.5
CCN(CC)S(=O)(=O)c1ccc(N(C)CCc2ccc(OC)c(OC)c2)nc1	1.3	1.07	-0.3	99.9	94.8	0.7	-3.1	-17.4	17.4	6.2
OCCC1CN(CCCn2cccn2)CCN1C1CCCCC1 (stereo unspecified)	1.4	0.98	-0.3	107.6	104.6	-4.2	-8.7	18.9	-18.9	-6.6
Cc1ccc(CNC(=S)Nc2cc(C(=O)O)ccc2C)cc1	3.7	1.04	1.0	108.3	110.3	-4.2	-4.2	7.5	-7.5	-13.4
CC(NC(=O)C(=O)NCCCn1ccnc1)c1ccccc1 (stereo unspecified)	-0.5	1.05	-0.3	96.7	105.4	6.1	-7.5	6.9	-6.9	-7.8
O=C(NC(=S)Nc1nc(-c2ccccc2)cs1)c1cccnc1	1.6	1.15	0.0	107.5	100.8	4.0	-3.3	-13.0	13.0	-1.6
CCc1ccccc1NC(=O)C1CCN(C(=O)c2ccc([N+](=O)[O-])cc2)CC1	1.0	1.01	-0.4	100.8	99.8	4.8	-0.9	2.0	-2.0	-2.0
C=CCN(C(=O)Nc1ccc(Cl)cc1)C1CC(=O)N(c2ccc(OC)cc2)C1=O (stereo unspecified)	0.9	1.63	-0.2	98.3	103.8	5.0	-12.4	47.4*	x	-0.1
Cc1cc2c(c(=O)n1CC1CCCO1)C(c1ccc3c(c1)OCO3)C(C#N)=C(N)O2 (stereo unspecified)	1.7	1.11	0.2	101.7	98.3	5.4	-9.2	-3.9	3.9	1.9
CCCN(CCC)c1ccc(CC(=O)NC(C)Cc2ccccc2)cc1 (stereo unspecified)	0.2	1.25	-0.4	103.8	107.2	-5.7	-3.9	3.5	-3.5	-8.1
CC(=O)NC1=NC(=O)/C(=C/N2CCOCC2)S1	2.0	0.89	-0.3	96.9	97.8	6.3	-6.7	5.9	-5.9	2.3
Fc1cc(F)cc(NC(=S)Nc2ccccc2N2CCOCC2)c1	-0.5	1.21	-0.2	94.6	91.7	14.2	-3.5	-10.3	10.3	7.1
Cc1ccccc1N=Cc1c(O)n(-c2nccs2)c(=O)c2ccccc12	4.2	1.09	-0.1	80.9	99.3	22.1	-2.8	21.9	-21.9	0.9
COc1ccc2c(c1)C(=O)[C@H](O)[C@@H](c1ccc(OC)c(Br)c1)O2	2.4	1.17	-0.1	93.7	104.8	4.7	-7.3	-13.3	13.3	-5.3
O=[N+]([O-])c1ccc2c(c1)nc1n2CCCCC1	2.3	0.87	-0.2	92.4	126.0	16.4	-2.8	-14.3	14.3	-29.9
CC(C)CC(=O)NNC(=O)C(C)C	2.5	1	-0.3	95.2	103.9	5.9	-6.7	-15.4	15.4	-4.4
CN1C(=O)C(C(=O)Nc2ccccc2F)c2ccccc21 (stereo unspecified)	0.3	1.05	-0.2	88.9	96.1	16.9	23.1	2.1	-2.1	4.4
CCS(=O)(=O)N1CCC(C(=O)c2ccc(Cl)cc2)CC1	0.1	1.11	-0.2	90.6	94.8	12.5	2.2	2.0	-2.0	5.7
Cc1c(NC(=O)CSc2ccccn2)c(=O)n(-c2ccccc2)n1C	-0.2	1	0.3	100.9	98.7	2.0	3.1	-23.7	x	-0.2
COc1ccc2c(c1)c1ncn(CCc3ccccc3)c(=O)c1n2C	3.7	1.13	-0.2	96.6	108.5	5.7	-9.3	16.6	-16.6	-9.2
CSCC[C@H](NC(=O)COc1ccc(Cl)cc1)c1nc2ccccc2[nH]1	1.5	0.63	-0.6	106.8	85.8	-4.6	-0.9	-1.6	1.6	15.7
Cc1ccccc1C(=O)NC(CC(C)C)C(=O)OCc1cc(=O)n2cc(Br)ccc2n1 (stereo unspecified)	-1.1	3.53*	0.0	97.2	137.7*	1.9	1.7	-73.6	73.6	-40.0
Cc1cccc(NC(=O)Nc2ccc(C)cc2Br)c1	3.0	1.55	-0.2	101.2	123.4	1.6	3.9	-82.2	82.2	-25.9
CC(=O)Cc1nsc(NC(=O)c2ccc(-c3cccc(C(F)(F)F)c3)o2)n1	5.2	1.1	-0.2	102.0	97.8	0.2	9.8	-5.3	5.3	2.4
COc1ccc(NC(=O)C(=O)N/N=C/c2cccnc2)c(OC)c1	0.2	0.79	0.2	93.9	100.8	12.4	0.2	-17.3	17.3	-0.8
COC(=O)c1ccc(C2c3c(n[nH]c3C)C(=O)N2c2ccc(C)cc2)cc1 (stereo unspecified)	-0.2	0.77	1.2	93.5	98.0	12.9	-2.3	11.3	-11.3	2.2
Cc1cccc2cc(CN(Cc3cccs3)C(c3nnnn3C3CCCC3)C(C)C)c(=O)[nH]c12 (stereo unspecified)	5.0	0.81	-0.3	85.8	95.0	21.2	-1.2	-3.0	3.0	5.4
CC1(c2ccc(OC(F)F)cc2)NC(=O)N(CC(=O)NC2CCCCC2)C1=O (stereo unspecified)	0.4	1.08	0.1	96.4	100.1	8.7	-2.6	-7.5	7.5	-1.9
CCn1c2ccccc2c2cc(/C=N/NC(=O)c3ccncc3)ccc21	1.4	0.68	-0.1	88.2	101.1	19.0	-5.5	18.4	-18.4	-2.5
CCOC(=O)C(C)/C(C)=N/NC(=O)CCC(=O)Nc1cc(C)ccc1C (stereo unspecified)	2.9	1.04	-0.2	98.8	96.4	5.4	-0.2	-3.3	3.3	3.5
O=C(N/N=C/c1cccs1)C1CC(=O)N(c2ccccc2)C1 (stereo unspecified)	2.8	0.96	0.4	100.5	98.1	5.9	-4.9	-2.3	2.3	2.0
CC(C)CNC(=O)CN(C1CCCCC1)S(=O)(=O)c1ccccc1	0.0	0.94	-0.1	104.0	100.4	2.6	-4.7	-13.3	13.2	-0.4
CC(C)c1ccccc1NC(=S)NC1CCN(Cc2ccccc2)CC1	-0.6	1.43	-0.3	99.2	101.7	6.2	-1.5	-7.7	7.7	-1.8
CCCCOc1ccc(C(=O)NCc2ccccn2)cc1	0.1	1.28	-0.1	106.0	108.7	-4.0	2.6	47.5*	x	-8.2

Rewritten with each value named: entries from further up
Cc1ccc(-c2nnn(CC(=O)N(c3ccccc3)C(C(=O)NCC3CCCO3)c3cccs3)n2)o1 (stereo unspecified)
  RAM inhibit: 4.5 | NF-kB neuron act: 1.03 | Hsp70 activator: 0.1 | STAT3 activator: 95.9 | STAT1 activator: 94.8 | STAT3 blocker: 7.0 | FLuc inhib CS: 1.5 | APP transl inh: 11.7 | APP 5'UTR act: -11.7 | STAT1 inh: 4.1

COc1ccccc1NC(=O)C(Cc1ccc(Cl)cc1)c1nn[nH]n1 (stereo unspecified)
  RAM inhibit: 2.9 | NF-kB neuron act: 1 | Hsp70 activator: -0.2 | STAT3 activator: 99.7 | STAT1 activator: 100.8 | STAT3 blocker: 4.6 | FLuc inhib CS: -6.9 | APP transl inh: -4.5 | APP 5'UTR act: 4.5 | STAT1 inh: -0.9

(further entries)
SMILES	RAM inhibit	NF-kB neuron act	Hsp70 activator	STAT3 activator	STAT1 activator	STAT3 blocker	FLuc inhib CS	APP transl inh	APP 5'UTR act	STAT1 inh
Cn1nc(OC(=O)Nc2ccccc2)cc1C(F)(F)F	1.0	1.36	-0.1	104.4	105.9	-4.1	14.1	-5.4	5.4	-6.6
CC(=O)Nc1ccc(NC(=O)CCCCCN2C(=O)c3ccccc3C2=O)cc1	2.0	0.97	-0.2	99.5	98.5	5.1	-6.2	-16.9	16.9	1.7
O=C(CCS(=O)(=O)c1ccc(Br)s1)NCc1cccs1	4.0	0.94	-0.1	103.7	106.3	-3.6	2.1	11.0	-11.0	-7.0
CCS(=O)(=O)N1CCC(C(=O)N2CCc3ccccc3C2)CC1	0.8	1.27	-0.2	96.5	98.3	9.3	-4.8	-7.0	7.0	1.9
Cc1cccc(C)c1NC(=O)C1CCCN(CCCc2ccccc2)C1 (stereo unspecified)	2.6	0.98	-0.1	103.8	95.7	-3.1	-7.4	-22.9	22.9	4.7
CC(C)c1nc(SCC(=O)Nc2ccc3c(c2)OCCO3)c2c(=O)n(C)c(=O)n(C)c2n1	2.8	1.05	-0.3	103.5	98.2	1.1	-4.2	4.9	-4.9	2.0
COc1ccc(OCC(=O)NNC(=O)c2cccc(S(=O)(=O)N(C)C)c2)cc1	-0.2	1.13	0.6	103.8	109.5	-5.0	1.2	50.5*	-50.5	-10.5

Look-ups from the list.
COc1cccc(-n2cc(CN(C)Cc3nc(Cc4cccc(F)c4)no3)cn2)c1 in STAT1 activator reads 95.8
COc1ccc2c(c1)c1ncn(CCc3ccccc3)c(=O)c1n2C in STAT1 inh reads -9.2
